Screens: PubChem BioAssay, several laboratories
VLA-4 inh = inhibition in human VLA-4 binding assay, primary screen, VLA-4 allosteric modulator project, MLPCN library, flow cytometry, VLA-4 expressing cells; ligand binding flow cytometry; inhibition, % (about 7 µM as worked out from the volumes in the protocol); 0.2% of 330,000 active; AID 2557, 2010; in the data active = inhibition above about 50%
RPL19A TOR yeast = RPL19A-GFP expression modulators in yeast, primary screen, cell-based, S. cerevisiae, multiplex flow cytometry, MLPCN | S. cerevisiae RPL19A-GFP strain, 3 h; hits give low values | percent response vs DMSO, % at 10 µM | 0.3% of 330,000 active | AID 2025, 2009;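 active = percent response vs DMSO below 50%; inconclusive = fewer than 70 events counted for the yeast strain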;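 also: median channel GFP fluorescence of the barcoded RPL19A-GFP strain; ratio of sample median GFP to plate DMSO average so 100% = DMSO; lower means less RPL19A-GFP as with rapamycin TOR inhibition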
LAP4 TOR yeast = modulators of LAP4-GFP expression in yeast, primary screen, S. cerevisiae, multiplex flow cytometry, MLPCN library. 3 h; median GFP as percent of DMSO wells. GFP response vs DMSO, % at 10 µM. 0.34% of 320,000 active;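 active = GFP response vs DMSO above a set limit, about the screen mean plus 3 SD, cut at about 150% in these data; inconclusive = under 70 cell events counted for the yeast strain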
GRK2 inh = compounds blocking aptamer binding on GRK2 – biochemical, human GRK2, bead flow cytometry, HTS, primary screen; 0.59% of 330,000 active; FAM-aptamer displacement from GRK2; inhibition of aptamer binding, % at 10 µM; Beta-adrenergic receptor kinase 1 (Homo sapiens), P25098;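 active = inhibition of aptamer binding above 40%, roughly 3 SD of noise, on plates passing a quality check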;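 also: median bead fluorescence of bound FAM aptamer so fluorescent compounds give negative values; no value below 0 was filed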
Target sequence (P25098 whole entry, looked up): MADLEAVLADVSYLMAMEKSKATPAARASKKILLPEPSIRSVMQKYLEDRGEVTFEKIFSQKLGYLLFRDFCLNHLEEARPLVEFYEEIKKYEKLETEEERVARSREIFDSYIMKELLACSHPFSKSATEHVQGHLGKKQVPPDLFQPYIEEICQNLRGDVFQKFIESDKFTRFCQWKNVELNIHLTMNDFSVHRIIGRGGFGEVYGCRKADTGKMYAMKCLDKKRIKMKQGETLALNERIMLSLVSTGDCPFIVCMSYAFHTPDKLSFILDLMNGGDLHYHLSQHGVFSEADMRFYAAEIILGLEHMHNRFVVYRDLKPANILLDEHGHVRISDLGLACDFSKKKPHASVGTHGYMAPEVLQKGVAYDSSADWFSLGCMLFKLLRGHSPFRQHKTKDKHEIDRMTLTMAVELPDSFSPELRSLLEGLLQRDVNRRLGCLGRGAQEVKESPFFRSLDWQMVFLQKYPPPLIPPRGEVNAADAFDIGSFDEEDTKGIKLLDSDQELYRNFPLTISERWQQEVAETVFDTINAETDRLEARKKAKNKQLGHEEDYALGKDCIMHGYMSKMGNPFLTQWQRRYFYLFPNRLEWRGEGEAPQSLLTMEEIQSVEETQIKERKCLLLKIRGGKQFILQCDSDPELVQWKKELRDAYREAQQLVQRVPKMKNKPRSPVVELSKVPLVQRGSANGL
AGP1 TOR yeast = modulators of AGP1-GFP expression in yeast TOR pathway, primary screen, cell-based, multiplex flow cytometry, S. cerevisiae, MLPCN library; 3 h; GFP as percent of DMSO wells; GFP response vs DMSO, % at 10 µM; 0.02% of 320,000 active;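 active = GFP response relative to DMSO above a set limit, near screen average plus 3 SD, cut at about 150% in these data; inconclusive = fewer than 70 cells counted for the yeast strain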;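 also: median GFP channel fluorescence of the gated AGP1 strain per well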
JMJD2C inh = inhibitors of GASC-1 histone demethylase, primary screen, biochemical, fluorescence, DELFIA europium; 0.069% of 330,000 active; GST-JMJD2C(1-420) H3K9me3 demethylation; inhibition, % at 2.35 µM;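 active = more than half of a compound's replicate wells show inhibition beyond 50%, single wells judged on their own value; inconclusive = some, but no more than half, of replicates pass 50% inhibition; inactive = no replicate passes 50% inhibition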;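 also: signal counts dimethyl H3K9 product captured on neutravidin plate; 0% = median of DMSO wells and 100% = 0.3 times that DMSO median; strong numbers were not always called active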
Target sequence (Q9H3R0 1-420 limits assumed): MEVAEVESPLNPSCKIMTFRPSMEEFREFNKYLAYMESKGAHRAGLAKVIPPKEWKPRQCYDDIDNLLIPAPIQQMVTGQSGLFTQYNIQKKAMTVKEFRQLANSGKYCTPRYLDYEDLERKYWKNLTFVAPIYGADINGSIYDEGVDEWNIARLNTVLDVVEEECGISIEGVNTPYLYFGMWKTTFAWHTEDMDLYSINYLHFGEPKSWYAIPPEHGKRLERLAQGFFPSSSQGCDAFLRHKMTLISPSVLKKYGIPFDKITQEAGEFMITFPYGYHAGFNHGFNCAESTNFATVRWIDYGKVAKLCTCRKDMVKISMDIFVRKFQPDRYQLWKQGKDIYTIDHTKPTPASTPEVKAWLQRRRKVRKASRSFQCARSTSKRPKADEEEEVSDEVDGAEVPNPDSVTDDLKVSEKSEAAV
MEP2-GFP yeast = modulators of MEP2-GFP levels in yeast, primary screen, S. cerevisiae, multiplex flow cytometry, MLPCN library. 0.51% of 330,000 active. GFP response vs DMSO, % at 10 µM. S. cerevisiae MEP2-GFP strain, 3 h; 100% = DMSO control level;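 active = GFP response versus DMSO above a set limit, roughly screen mean plus 3 SD, cut at about 180% in these data; inconclusive = fewer than 70 cells counted for a yeast strain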;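 also: median GFP fluorescence of the barcode-gated MEP2-GFP cells per well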
CIT2-GFP yeast = modulators of CIT2-GFP expression in yeast, primary screen, S. cerevisiae, GFP fusion, multiplex flow cytometry, MLPCN library; GFP response vs DMSO, % at 10 µM; 0.065% of 320,000 active; AID 2029, 2009; S. cerevisiae CIT2-GFP strain, 3 h; 100 means same as DMSO wells;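 active = GFP response relative to DMSO above a set limit, near the screen mean plus 3 SD, cut at about 150% in these data; inconclusive = Fewer than 70 cells measured for a yeast strain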;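 also: ratio of well median GFP fluorescence to mean of DMSO wells on the plate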
* = called active by the depositor; u = inconclusive; x = no result given; [ ] = dose if it differs, or a comment.

SMILES	VLA-4 inh	RPL19A TOR yeast	LAP4 TOR yeast	GRK2 inh	AGP1 TOR yeast	JMJD2C inh	MEP2-GFP yeast	CIT2-GFP yeast
CCCn1c(-c2ccc(OC)cc2)nc2ccccc21	12	92	95	0	99	43	100	89
O=C(c1ccco1)N1CCN(C(=O)c2oc(=O)c3ccccc3c2-c2ccccc2)CC1	10	107	108	0	110	-14	114	102
COc1ccccc1NC(=O)CSc1nnc(CNC(=O)COc2ccc(Cl)cc2)o1	-4	102	x	0	101	-12	100	101
O=C(Cc1ccccc1)Nc1cccc(N2C(=O)C=CC2=O)c1	60*	103	111	0	99	-13	97	93
COc1cccc(OC)c1C(=O)Nc1ccc2c(c1)N(S(=O)(=O)c1cccs1)CCC2	9	95	98	8	103	1	100	96
O=C(NCC1COc2ccccc2O1)c1cccc(S(=O)(=O)N2CCOCC2)c1 (stereo unspecified)	5	93	92	0	91	-2	94	89
CC(CCc1ccccc1)NC(=O)C1CCN(S(=O)(=O)N2CCOCC2)CC1 (stereo unspecified)	18	104	99	4	103	11	107	98
CC(C)(C)c1ccc(OCCNCc2ccccc2)cc1	8	111	103	0	111	6	108	109
CCCC1CC(C)(C(=O)Cn2[nH]c(=O)ccc2=O)OC1=O (stereo unspecified)	13	101	98	2	78	1	99	96
Cc1cccc2cc(CN(Cc3nnnn3C3CCCCC3)C3CCCC3)c3nnnn3c12	-4	93	93	5	91	-7	95	98
COc1ccc(S(=O)(=O)N2CCN(C(=O)CC3CC4CCC3C4)CC2)cc1 (stereo unspecified)	0	98	104	4	100	7	100	91
COc1ccc(N2CCN(C(=O)COC(=O)COc3cc(C)cc(C)c3)CC2)cc1	-24	99	107	1	112	-10	102	99
Cc1ccccc1NC(=S)Nc1cccc([N+](=O)[O-])c1	3	99	98	0	104	-17	107	104
CC(=O)c1c(C)[nH]c(C(=O)OCc2csc(CC(=O)Nc3ccccc3C)n2)c1C	-38	97	96	0	102	2	105	89
CCc1cccc(OCCCCNCCO)c1	8	93	x	2	90	6	87	86
COc1cccc(Cn2c(Oc3ccccc3)nc3c2c(=O)n(C)c(=O)n3C)c1	8	99	99	1	104	-5	118	103
Cc1cccc(C(=O)Nc2nsc(N)n2)c1	1	97	100	1	82	8	89	89
S=c1[nH]nc(Cc2ccccc2)n1-c1cccc2ccccc12	-4	100	94	0	99	-1	101	98
O=S(=O)(c1ccccc1Cl)N1CCCC1c1nc(-c2cccc(Cl)c2)no1 (stereo unspecified)	37	99	106	18	101	-6	103	93
Cc1nnn(C23CC4CC(CC(C4)C2)C3)n1	17	99	101	0	104	-4	99	96
O=C(CCCCCN1C(=O)c2cccc3cccc(c23)C1=O)NC1CCS(=O)(=O)C1 (stereo unspecified)	-9	109	103	2	107	3	107	110
CC1=NN(c2ccccc2)C(=O)/C1=C\c1cn(CCC#N)nc1-c1ccc(Cl)cc1	5	99	92	4	93	-1	98	88
Cc1ccc(SCC(=O)OCC(=O)NC2CCCCCC2)cc1	-11	90	90	4	93	9	96	99
CCC(=O)NCC(c1cccs1)N1CCOCC1 (stereo unspecified)	5	104	98	0	110	1	106	108
Clc1ccc(OCCCc2nc(-c3ccncc3)no2)c(Cl)c1	-10	101	113	25	102	-2	107	x
O=C(Cn1c(C(F)(F)F)nc2ccccc21)NCCCN1CCOCC1	23	100	95	0	106	14	100	98
O=C(CN1C(=O)c2ccccc2C1=O)NN1C(=O)c2ccccc2C1=O	15	103	95	1	102	7	99	96
NC(=O)[C@@H]1CC2(CC(c3cccc(NC(=O)CC(c4ccccc4)c4ccccc4)c3)=NO2)CN1C(=O)[C@@H]1CCC(=O)N1 (stereo partly specified)	28	93	93	1	93	7	101	93
O=C(c1c(F)c(F)c(F)c(F)c1F)N(Cc1ccccc1)Cc1ccccc1	-5	73	129	0	113	7	107	99
O=C(Nc1ccncc1)c1cn(-c2ccccc2)nc1-c1cccs1	4	102	104	3	111	20	105	102

Reformatted: two of the compounds above.
structure | VLA-4 inh | RPL19A TOR yeast | LAP4 TOR yeast | GRK2 inh | AGP1 TOR yeast | JMJD2C inh | MEP2-GFP yeast | CIT2-GFP yeast
Cc1ccc(SCC(=O)OCC(=O)NC2CCCCCC2)cc1 | -11 | 90 | 90 | 4 | 93 | 9 | 96 | 99
NC(=O)[C@@H]1CC2(CC(c3cccc(NC(=O)CC(c4ccccc4)c4ccccc4)c3)=NO2)CN1C(=O)[C@@H]1CCC(=O)N1 (stereo partly specified) | 28 | 93 | 93 | 1 | 93 | 7 | 101 | 93

Remaining list, next part
SMILES	VLA-4 inh	RPL19A TOR yeast	LAP4 TOR yeast	GRK2 inh	AGP1 TOR yeast	JMJD2C inh	MEP2-GFP yeast	CIT2-GFP yeast
Cc1cccc2[nH]c(CN(C)C(=O)C3CCC(=O)N(CCc4ccccc4)C3)nc12 (stereo unspecified)	-4	102	99	0	101	9	105	96
CC(CCc1ccc(O)cc1)NC(c1ccccc1)c1ccc(Cl)cc1 (stereo unspecified)	2	101	99	1	99	-16	104	95
Cc1ccc(Cc2c(C)nc3nc(SCC(=O)NCCCN4CCCC4)nn3c2C)cc1	-3	102	93	0	103	-12	103	103
CCN(CC)CCNC(=O)C(=O)NCC1OCCN1S(=O)(=O)c1cccs1 (stereo unspecified)	10	101	86	0	101	-6	94	102
CC1CCCC(NC(=O)Nc2cccs2)C1C (stereo unspecified)	1	99	101	0	104	-12	102	100
Cc1ccc(N(O)C(=O)NCCCCNC(=O)N(O)c2ccc(C)cc2)cc1	15	100	106	3	96	15	108	95
O=C(O)C1CC=CCC1C(=O)NCc1cn2ccccc2n1 (stereo unspecified)	23	105	106	0	108	-4	102	99
O=C(O)CN1C(=O)/C(=C\c2cc([N+](=O)[O-])ccc2OCc2ccccc2Cl)SC1=S	-3	101	84	0	85	35	104	89
O=C(CSc1ccc(Cl)cc1)Nc1cccc(-c2nnc(-c3ccco3)o2)c1	-18	100	89	1	100	-5	101	101
CCOc1ccccc1NC(=O)COC(=O)C1CCC(=O)N1 (stereo unspecified)	3	98	93	0	100	1	107	104
Cc1ccccc1OCc1nc(C#N)c(N2CCCC2)o1	5	92	132	3	90	-7	98	82
CCN1CCN(C(=O)CN(CCc2ccccc2)S(C)(=O)=O)CC1	3	96	104	1	99	-1	105	99
O=C(Nc1ccc(N2CCOCC2)cc1)c1cn2ccccc2n1	4	102	107	0	x	9	99	105
O=C1CSC(c2ccccn2)N1c1ccc(Br)cc1 (stereo unspecified)	-6	94	109	1	103	-5	106	103
CN(C)CCCNC(=O)CC1C[C@H](C(=O)N2CCCCC2)[C@@]2(CCc3ccccc3)c3[nH]c4ccccc4c3CCN2C1=O (stereo partly specified)	-11	91	86	0	91	5	89	93
O=C(Nc1ccc(Cc2ccncc2)cc1)C1CCC(N2C(=O)C3C4C=CC(C5CC45)C3C2=O)CC1 (stereo unspecified)	12	71[may fluoresce violet]	86[may fluoresce violet]	0	22[may fluoresce violet]	1	163[may fluoresce violet]	u
CCN(CCO)Cc1csc2ccccc12	5	107	110	0	111	-7	110	112
COC(=O)Cc1nnc(NC(=O)c2ccccc2)s1	-12	83	92	1	x	-11	95	97
CCN=C1S/C(=C\c2cn(C(C)=O)nc2-c2ccccc2)C(=O)N1CC	-9	97	110	0	88	3	97	92
Cc1ccc(Cl)cc1NC(=S)N/N=C/c1cccc2ccccc12	4	101	103	0	93	3	101	101
CCOC(=O)Nc1c(C)n(C)n(-c2ccccc2)c1=O	-1	100	107	4	108	-7	108	106
Cc1ccc2[nH]c(=O)c(CN(CC3CCCO3)C(=O)c3cccs3)cc2c1 (stereo unspecified)	-8	103	94	1	97	2	103	99
CN(C)CCSc1nc(N)c2c3c(sc2n1)COC(C)(C)C3	-1	97	97	0	97	-4	102	105
Cc1cc(=O)[nH]c(SCC(=O)Nc2cccc3ccccc23)c1C#N	-6	103	105	0	104	0	103	107
O=C(Nc1ccc(S(=O)(=O)Nc2cnc3ccccc3n2)cc1)c1cccc(OC(F)F)c1	2	106	92	2	105	-10	108	109
CCOc1ccc(OCCC(=O)N2CCN(S(=O)(=O)c3cccc(F)c3)CC2)cc1	-18	92	98	1	102	-4	96	78
CCOc1nc(OCC)c2cnn(C)c2n1	12	113	108	0	107	-2	116	107
COc1ccc(N2CCN(CCCNC(=O)CN3C(=O)COc4ccccc43)CC2)cc1	3	94	88	0	89	0	89	107
CC1(C)c2cc(Cl)ccc2-n2c1cc(O)c(-c1ccccc1)c2=O	-1	96	91	0	92	x	95	91
CCCCNC(=O)c1cc(-c2ccc(F)cc2)on1	-11	97	106	2	93	3	96	97
Cc1ccc(NC(=O)c2cnc(SCC(=O)NCC3CCCO3)n(C)c2=O)cc1 (stereo unspecified)	14	102	94	0	117	13	102	101
CCN=C(NCC)SC1CC(=O)N(c2cccc(OCC)c2)C1=O (stereo unspecified)	11	96	101	0	99	20	105	94
C#CC[N+](CC)(CC)CC#Cc1cccc(Cl)c1	-5	97	92	0	97	6	97	100
Nc1[nH]n2c(=O)cc(-c3ccccc3)nc2c1N=Nc1ccccc1	3	106	107	2	102	-8	113	102
OC1CNCc2cc3c(cc21)OCCO3 (stereo unspecified)	-5	96	98	1	99	0	98	98
O=[N+]([O-])c1ccc(CSc2nnc3ccccn23)cc1	-1	78	79	0	80	1	93	84
CSc1nc(N)nc(SCC(=O)OC(C)C)c1C#N	-13	101	95	0	104	2	98	101
CCOc1ccccc1NS(=O)(=O)c1ccc2c(c1)n(C)c(=O)c(=O)n2C	12	54[may fluoresce violet]	80[may fluoresce violet]	3	u	-2	126[may fluoresce violet]	u
CC(=O)Nc1ccc(-c2csc(NC(=O)CC(NC(C)=O)c3ccccc3)n2)cc1 (stereo unspecified)	0	108	98	0	113	-12	94	106
CCOC(=O)CNC(=O)CN1CCC(c2nc3ccccc3[nH]2)CC1	-5	98	100	2	95	12	95	93
CCCN(CC(=O)Nc1ccccc1C)C(=O)CCCc1c[nH]c2ccccc12	17	97	112	0	89	-1	91	89
Cc1cccc(/C=C2\Sc3ccc(C(=O)N4CCOCC4)cc3N(C)C2=O)c1	2	102	104	0	104	1	108	98
COC(=O)CSc1ncnc2c1cnn2Cc1ccccc1	9	94	87	1	86	-1	92	92
Cn1c(=O)n(C)c2cc([N+](=O)[O-])c(N3CCN(C(=O)c4ccc(Cl)cc4)CC3)cc21	-2	93	93	1	99	-1	103	94
COC(=O)C1CSC(C(=O)OC)N1C(=O)CN1CCN(c2ccccc2)CC1 (stereo unspecified)	8	101	104	0	110	0	100	107
NS(=O)(=O)c1ccc(NC(=S)NC(=O)c2ccc(-c3ccccc3)cc2)cc1	-9	97	106	0	97	-9	106	89
Cc1ccc(C(C(=O)NCc2ccccc2)N(C(=O)c2ccccn2)c2ccccc2)o1 (stereo unspecified)	2	105	99	0	101	6	104	106
Cc1ccc(C(=O)N2CCC3(CC2)NCCc2[nH]cnc23)cc1	19	92	101	0	101	8	95	99
O=C(NNC(=O)c1ccc2nc[nH]c2c1)c1ccccc1	3	108	105	6	105	-6	105	106
CCCOc1ccccc1/C=C(\C#N)C(=O)Nc1cccc(C)n1	6	102	86	2	84	6	98	98
CCCc1c(O)nc(SCCN(CCC)CCC)[nH]c1=O	0	102	98	0	104	4	101	96
